Bioassay records as filed in PubChem.
KDM5B inh: KDM5B demethylase inhibition; Q9UGL1; KDM5B demethylase, FDH-coupled NADH fluorescence (FDH is formaldehyde dehydrogenase); Potency, µM (titrated, usually from 57.7 µM), for inactives: at the highest dose activity change, negative = inhibition, actives largely listed as inhibitors; 2.6% of 220,000 active; active = well fitted inhibition curve with a large enough effect; inconclusive = small, poorly fitted or top-dose-only effect; inactive = no such curve, though single readings can be large or run the other way; note: 0% is about no effect; nearly all actives have a fitted effect of over 70% in size
Target sequence (Q9UGL1 whole entry, looked up): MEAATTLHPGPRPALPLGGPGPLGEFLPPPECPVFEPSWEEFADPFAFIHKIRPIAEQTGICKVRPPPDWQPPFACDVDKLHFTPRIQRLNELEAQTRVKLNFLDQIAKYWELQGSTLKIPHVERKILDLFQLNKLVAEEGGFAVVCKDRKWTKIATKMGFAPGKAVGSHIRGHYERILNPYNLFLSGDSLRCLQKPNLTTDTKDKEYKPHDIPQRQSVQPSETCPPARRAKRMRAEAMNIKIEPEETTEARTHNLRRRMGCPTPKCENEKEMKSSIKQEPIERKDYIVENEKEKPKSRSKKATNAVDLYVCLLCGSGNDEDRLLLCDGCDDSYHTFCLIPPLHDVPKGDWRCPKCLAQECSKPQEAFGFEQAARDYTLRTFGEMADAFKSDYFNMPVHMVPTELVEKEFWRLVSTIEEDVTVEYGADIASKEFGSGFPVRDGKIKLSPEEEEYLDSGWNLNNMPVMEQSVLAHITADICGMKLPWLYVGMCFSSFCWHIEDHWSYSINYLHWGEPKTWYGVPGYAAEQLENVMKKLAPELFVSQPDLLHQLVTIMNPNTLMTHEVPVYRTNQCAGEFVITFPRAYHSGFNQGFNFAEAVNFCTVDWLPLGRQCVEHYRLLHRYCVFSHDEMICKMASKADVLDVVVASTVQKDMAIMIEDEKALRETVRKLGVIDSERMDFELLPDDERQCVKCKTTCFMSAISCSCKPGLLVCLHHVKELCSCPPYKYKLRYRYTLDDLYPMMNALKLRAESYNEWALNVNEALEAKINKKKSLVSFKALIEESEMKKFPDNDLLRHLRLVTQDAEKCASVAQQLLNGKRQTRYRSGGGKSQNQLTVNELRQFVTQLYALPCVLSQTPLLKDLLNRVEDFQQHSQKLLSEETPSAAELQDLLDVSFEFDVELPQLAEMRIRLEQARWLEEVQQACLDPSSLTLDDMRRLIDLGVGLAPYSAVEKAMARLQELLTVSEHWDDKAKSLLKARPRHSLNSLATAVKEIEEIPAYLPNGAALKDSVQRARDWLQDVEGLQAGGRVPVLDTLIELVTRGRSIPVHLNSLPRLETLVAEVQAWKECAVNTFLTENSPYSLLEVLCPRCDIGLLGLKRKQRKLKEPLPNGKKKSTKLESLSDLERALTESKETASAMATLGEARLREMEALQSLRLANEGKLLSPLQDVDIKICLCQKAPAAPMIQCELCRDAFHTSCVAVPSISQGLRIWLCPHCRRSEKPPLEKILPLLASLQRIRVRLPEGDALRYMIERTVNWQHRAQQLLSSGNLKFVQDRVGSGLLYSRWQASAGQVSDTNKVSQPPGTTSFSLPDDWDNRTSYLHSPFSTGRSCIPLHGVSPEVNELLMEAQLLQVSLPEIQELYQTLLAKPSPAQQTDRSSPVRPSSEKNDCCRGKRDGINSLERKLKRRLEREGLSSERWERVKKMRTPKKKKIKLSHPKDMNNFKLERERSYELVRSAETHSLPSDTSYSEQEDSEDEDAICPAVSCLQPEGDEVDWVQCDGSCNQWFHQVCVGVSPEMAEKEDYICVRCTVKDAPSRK
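KDM5BΔAP (200 nM final) in 50 mM HEPES pH 7.5, 0.01% Tween-20 was preincubated 10 min at RT with compound over a concentration range. Substrate mix (H3K4me3 12.5 µM, α-KG 25 µM, Fe²⁺, ascorbate, NAD⁺, FDH) was added, and NADH fluorescence change over 30 min gave dose-response curves.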
An asterisk follows results filed as active; ? = inconclusive; [ ] = dose if it differs, or a comment. Potency is the fitted concentration of half-maximal effect.

SMILES	KDM5B inh
CCCCCc1ccc(-c2ccc(C3CCC(CCCCC)CC3)cc2)nc1 (stereo not given)	9%
OCC1CN(C2CCC2)CC12CCN(Cc1ccc(Br)o1)CC2 (stereo not given)	?
CCCc1noc(-c2ccn3c(CNC(=O)c4ccc(C)cc4)nnc3c2)n1	?
Cc1ccc(Nc2sc(C(=O)c3ccccc3)c(N)c2C(=O)Nc2ccc(Cl)cc2)cc1	?
CCOC(=O)c1ccc(NC(=O)N2CCN(Cc3nc(-c4ccccc4)oc3C)CC2)cc1	13%
COCC1CN(C(C)=O)CC12CCN(Cc1cccc(Cl)c1F)CC2 (stereo not given)	-20%
CCc1nnc(NC(=O)c2nc(SCc3ccccc3F)ncc2Cl)s1	-26%
O=C(c1ccccc1N1CCOCC1)N1CCCn2nc(CO)cc2C1	7%
COc1ccccc1CN1CC(COc2ccccc2)C2(C1)CN(C(=O)c1cn[nH]c1)C2 (stereo not given)	-15%[86.2 µM]
COc1ccc(NC(=O)[C@H]2O[C@@H]3OC(C)(C)O[C@@H]3[C@H]3OC(C)(C)O[C@H]32)c(OC)c1	-18%
COc1ccc(CNC(=O)CCc2c(C)nc3c(c(C)nn3-c3ccccc3)c2C)cc1	?
COc1ccc(C2(C(=O)N3CC4CC(C3)[C@H]3CCCC(=O)N3C4)CC2)cc1 (stereo not given in full)	-9%
C=CCc1ccccc1OCC(=O)NNC(=S)NCc1ccccc1	-8%
CC(C)CC(=O)Nc1ccccc1	18%
Cc1cc(C)cc(NC(=O)CNS(=O)(=O)c2ccc3nc(C)sc3c2)c1	-26%
CN(C)c1nc2c(c(=O)[nH]1)CCN(Cc1ccc(Cl)cc1)CC2	5%
NC(N)=Nc1nc2ccc([N+](=O)[O-])cc2[nH]1	20%
Cc1ccc(S(=O)(=O)N(CC(=O)N2CCc3ccccc3C2)c2ccc(C)c(C)c2)cc1	-21%
Cc1ccc2[nH]c(=O)c(-c3noc(CCCC(=O)NCC(C)C)n3)cc2c1	-127%
CC(C)Oc1cccc2c1c(NC(=O)C1CCCO1)nn2Cc1ccccc1 (stereo not given)	-5%
COc1ccccc1OCCCN1CCN(Cc2ccccc2)CC(O)C1 (stereo not given)	-7%
Cc1ccc(-c2c3c(=O)n(C)c(=O)n(C)c3c3n2CCOC3c2coc3ccccc3c2=O)cc1 (stereo not given)	?
COc1ccc(CC(=O)N2CCC3(CC2)CN(C(=O)c2ccc(OC)cc2)CCO3)cc1	12%[115 µM]
Cc1nn2c(=O)cc(COC(=O)CNC(=O)c3ccc(F)cc3)nc2s1	0%
O=C(c1c(F)cccc1F)N1CCN=C1SCc1ccccc1	6%
CN(Cc1ccccc1)C(=O)C1CCC(CNS(=O)(=O)c2ccc3c(c2)CCCC(=O)N3)CC1 (stereo not given)	13%
CC(C)(C)c1nnc([C@H]2CCN(Cc3cnc4ccccc4c3)C2)o1	35µM*
CC(=O)Nc1ccc(NC(=O)CSc2ccc3nnc(-c4cccnc4)n3n2)cc1	-4%
CCc1nc(C)cc2c1sc1ccccc12	?
Cc1ncccc1Oc1ncnc(-c2cc(N)nc3[nH]ccc23)c1C	?
CC(C)CN1CCC(NC(=O)NCCc2cccc3cccnc23)CC1	10%
CCOc1ccccc1NS(=O)(=O)c1c(C)nc2sccn2c1=O	-8%
Cc1cccc(NC(=O)N2CC(Oc3ccccc3-c3noc(C)n3)C2)c1	-9%
Cc1cc(C)c2nc(Cl)c(Cl)nc2c1	?
O=C(O)COc1ccccc1/C=C1\C(=O)Nc2ccc(Br)cc21	-3%
CCOc1cc(C(=O)N2CCCN(c3cc(-c4ccc(F)cc4)[nH]n3)CC2)cc(OCC)c1OCC	-12%
CCn1ncc(CN(C)C(=O)c2cc(COc3ccccc3)[nH]n2)c1C	-18%
N=c1ccn(Cc2ccc(F)cc2)cc1	18%
CN(C)C(=S)Nc1ccc(Br)c(Cl)c1	19%
COc1ccc2oc(=O)c(/C(C)=N/O)cc2c1	?

Reprinted at random: 7 entries already listed.
SMILES	KDM5B inh
Cc1ccc2[nH]c(=O)c(-c3noc(CCCC(=O)NCC(C)C)n3)cc2c1	-127%
COc1ccc(CNC(=O)CCc2c(C)nc3c(c(C)nn3-c3ccccc3)c2C)cc1	?
CCn1ncc(CN(C)C(=O)c2cc(COc3ccccc3)[nH]n2)c1C	-18%
COCC1CN(C(C)=O)CC12CCN(Cc1cccc(Cl)c1F)CC2 (stereo not given)	-20%
Cc1cccc(NC(=O)N2CC(Oc3ccccc3-c3noc(C)n3)C2)c1	-9%
Cc1ccc(Nc2sc(C(=O)c3ccccc3)c(N)c2C(=O)Nc2ccc(Cl)cc2)cc1	?
N=c1ccn(Cc2ccc(F)cc2)cc1	18%

Records listed so far that bear a hit mark in KDM5B inh:
SMILES	KDM5B inh
CC(C)(C)c1nnc([C@H]2CCN(Cc3cnc4ccccc4c3)C2)o1	35µM*

(list continues)
SMILES	KDM5B inh
COCCCNc1nc2c(-c3cccc(Br)c3)nnn2c2ccccc12	?
CC(C)c1cnc2c(c1SCCN1CCOCC1)c(=O)n(C)c(=O)n2C	-15%
CCc1ccccc1N1CC(c2nc3ccccc3n2Cc2cccc(C)c2)CC1=O (stereo not given)	-27%
COc1cccc2c1cc1c(=O)n(CC(=O)NCCCN3CCN(C)CC3)nc(C)n12	?
CN(Cc1nc(-c2ccccc2)cs1)C(=O)COc1ccc(F)cc1F	16%
COc1cc(C(=O)Nc2nnc(CC(=O)NCc3ccccc3)s2)cc(OC)c1OC	?
O=C(NCc1nnc2cc(-c3nc(C4CC4)no3)ccn12)c1nccc2ccccc12	28µM*
O=C(CCC(=O)c1ccc2c(c1)OCCO2)OCC(=O)c1ccc(Cl)c(Cl)c1	17%
c1coc(-c2noc(CNCc3cccnc3-n3cncn3)n2)c1	30%[activator]
COc1ccc(C(=O)N[C@H]2C[C@H]3C(=O)NC[C@@H](CCC(=O)NCc4ccccc4)N3C2)cc1	?
COC(=O)[C@@H](C)NC(=O)c1coc(COc2cccc(C(F)(F)F)c2)n1	10%
CCC(Sc1nnc(-c2ccc(OC)cc2)c(-c2ccc(OC)cc2)n1)C(=O)Nc1cccc(OC)c1 (stereo not given)	?
COc1ccc(C(=O)N2CCCC3(C2)NC(=O)c2ccccc2O3)cc1 (stereo not given)	8%
COc1cc(Cl)c(C)cc1NC(=O)CN1c2ccccc2S(=O)(=O)c2ccccc21	?
COc1ccc2nc([C@H]3CCN(Cc4ccccc4F)C3)[nH]c2c1	?
CC(C)c1cccc(NC(=O)c2ccc3c(c2)N(C)C2CCCCN2C3=O)c1 (stereo not given)	?
Cc1ccc(S(=O)(=O)N2CCOCC2)cc1NC(=O)c1cc(-c2ccccn2)nc2ccccc12	-4%
CC(=O)Nc1cccc(C(=O)NCc2ccc3c(c2)CCN3C(=O)c2ccc(F)cc2)c1	2%
CCOC(=O)N1CCc2c(sc3c2c(=O)n(Cc2ccccc2)c(=O)n3Cc2cccc(C)c2)C1	1%
COc1ccc(CNS(=O)(=O)c2ccc(-c3cnc(C4CC4)o3)cc2)cc1	?
O=C(CCc1cc(Cl)no1)N1CCc2c(nc3cc(-c4ccccc4)[nH]n3c2=O)C1	?
COc1ccc(-c2noc([C@@H]3C[C@@H](O)CN3Cc3cccnc3)n2)cc1	?
O=C(NC1CC(=O)N(c2cccc(F)c2)C1)C(c1ccccc1)c1ccccc1 (stereo not given)	7%
Cc1ccc(NC(=O)N2CCC(c3noc(COCC4CC4)n3)CC2)cc1F	1%
Cn1cnc([S+](=O)([O-])N2CCC(c3nnc4n3C(C(=O)O)CC4)CC2)c1 (stereo not given)	-19%[115 µM]
Cc1ccc(-c2noc([C@@H]3Cc4nc[nH]c4CN3C(=O)Nc3ccccc3)n2)cc1	?
CCCCN1C(=O)c2[nH]nc(-c3ccccc3O)c2C1c1ccc(C(C)(C)C)cc1 (stereo not given)	8%
O=C(CSc1ncc(-c2ccc(F)cc2)o1)Nc1cc(F)ccc1F	0%
Cc1ccc2c(c1)nc1n2[C@@H](CNC(=O)c2cccnc2)COC1	16%[86.2 µM]
COc1ccc(NC(=O)Cn2c(=O)n(Cc3ccc4c(c3)OCO4)c(=O)c3ccc(C(=O)NC4CCCCC4)cc32)cc1	-22%
CN(C)CCNC(=O)c1ccnc(-c2nnc3ccc(Nc4ccccc4)nn23)c1	-2%[86.2 µM]
CCCCOc1ccccc1C(=O)N1CCC(c2nc3ccccc3o2)CC1	8%
O=C(NC1CCCN(c2cc(-c3ccccc3)[nH]n2)C1)c1ccc2nc[nH]c2c1 (stereo not given)	-7%
Cc1nc2c(c(-c3ccc(Cl)cc3)n1)CCN(C(=O)Cc1ccc(F)cc1)CC2	3%
CN1c2cc(C(=O)Nc3cccc(C(F)(F)F)c3)ccc2C(=O)N2CCCCC21 (stereo not given)	?
CCOc1cc2c(cc1NC(=O)Cc1ccc(OC)cc1)OC(C)C2 (stereo not given)	-6%
NC(=O)C1CCN(C(=O)CCc2nc3sc4c(c3c(=O)[nH]2)CCCC4)CC1	0%
Cc1ccccc1-n1nnc(C(=O)NC(C)C)c1N	-9%
COc1cc(NC(=O)CN2C(=O)NC3(CCS(=O)(=O)CC3)C2=O)cc(OC)c1	30%
c1ccc(-c2cc(-c3ccccc3)[o+]c(-c3ccccc3)c2)cc1	?
CC(C)c1nnc2ccc(NCc3ccc(F)cc3)nn12	6%
CCn1c(C)cc(C)c(C(=O)NCC2CCN(c3cnn(C)c(=O)c3)C2)c1=O (stereo not given)	-2%
CCOc1ccc(C(=O)Nc2ccc3oc(C)nc3c2)cc1OCC	-9%
COc1cccc(C2/C(=C(\O)c3ccc4c(c3)OCCO4)C(=O)C(=O)N2CCc2ccccc2)c1 (stereo not given)	3%
O=c1[nH]c(C2CCN(S(=O)(=O)c3ccc(C(F)(F)F)cc3)CC2)nc2c1nnn2Cc1ccc(F)cc1	14%
COc1ccc(OC2CN(Cc3cccc4ccccc34)C2)cc1	17%[149 µM]
COc1ccc(CCNC(=O)c2cc3c(=O)n(C)c4ccccc4c3s2)cc1OC	?
Cn1ccnc1C(NC(=O)Nc1ccc(F)cc1)c1ccccc1F (stereo not given)	-15%
CCOc1ccc(C(=O)N2CCCN(S(C)(=O)=O)c3ccccc32)cc1OCC	4%
O=C([C@@H]1C[C@H](F)CN1S(=O)(=O)c1cccc(Br)c1)N1CCCCC1	-13%
CN(C1CCCCC1)S(=O)(=O)c1ccc(F)c(C(=O)Nc2ccc(C(F)(F)F)cc2)c1	-21%
COc1cc(OC)c(NC(=O)N2CCN(c3ccc(=O)n(-c4ccc(F)cc4)n3)CC2)cc1Cl	6%
CCOC(=O)N1CCN(C(=O)Cn2nc(-c3ccccc3F)ccc2=O)CC1	9%
CCN(CC)C(=O)[C@@H]1CCC[C@@H](NC(=O)c2cc(C)on2)CN(C)C(=O)C1	-9%[86.2 µM]
COc1ccc(Br)cc1/C=C(\C#N)C(N)=C(C#N)C#N	?
Cc1ccc(Cn2c(Br)nc3c2c(=O)n(C)c(=O)n3C)cc1	-8%
CCOC(=O)C1CCN(C(=O)c2ccc(CN(c3ccccc3)S(C)(=O)=O)cc2)CC1	16%
O=C(NCCNC(=O)c1c[nH]c2ccccc12)c1ccncc1	17%
COc1ccc(-c2onc(C)c2C)cc1S(=O)(=O)NC1CCC(C)CC1 (stereo not given)	-9%
O=C(C1CC1)N1CCN(C(=O)N2CC3CC(C2)[C@H]2CCCC(=O)N2C3)CC1 (stereo not given in full)	-13%

Compounds above with a COOH group (two):
SMILES	KDM5B inh
O=C(O)COc1ccccc1/C=C1\C(=O)Nc2ccc(Br)cc21	-3%
Cn1cnc([S+](=O)([O-])N2CCC(c3nnc4n3C(C(=O)O)CC4)CC2)c1 (stereo not given)	-19%[115 µM]

New compounds follow
SMILES	KDM5B inh
COc1cccc(NS(=O)(=O)c2ccc3[nH]cc(C(=O)N4CCCCCC4)c(=O)c3c2)c1	?
CCc1ccc(S(=O)(=O)N(C(=O)c2ccncc2)c2ccc3oc(C)c(C(=O)OC)c3c2)cc1	19%
COCc1ncc2c(n1)CCCN(CC(=O)NCc1cccc(F)c1)C2=O	-20%
COc1ccc(C(=O)N2CCC3(C2)C(=NC2CCCC2)NC(=O)N3c2cc(F)cc(F)c2)cc1 (stereo not given)	-1%[115 µM]
O=C(CCc1ccc2c(c1)CN(C(=O)CN1CCCC1=O)CCO2)NCC1CC1	-10%
O=C(c1ccccc1)N1Cc2ccccc2CC2(CCCN2Cc2ccncc2)C1 (stereo not given)	?
N#Cc1cccc(C(=O)Nc2ccc([C@@H](O)[C@H]3COCC(=O)N3Cc3ccc(F)cc3)cc2)c1	-16%
Cc1ccc(S(N)(=O)=O)cc1C(=O)N1CCN(c2ccccc2)C(=O)C1	-6%
CCn1ccc(C(=O)N2CCC(Oc3ccccc3)C2)n1 (stereo not given)	-10%
O=C(Nc1ccc(O)c(-c2nc3ccccc3o2)c1)c1ccccc1F	-9%
Cc1ccc(CNC(=O)C2(c3ccc(NC(=O)C(C)C)cc3)CCC2)cc1C	25%
CCOCCCn1c(SCC(=O)NCc2ccccc2)nc2c(sc3ccccc32)c1=O	-22%
Cc1ccc(/C(COc2ccc3c(C)c(Cc4ccccc4)c(=O)oc3c2C)=N/O)cc1	-26%
COCc1cc(C[C@H]2CNCC[C@H]2CC(=O)NCc2ccc(OC)c(OC)c2)no1	-34%[86.2 µM]

Single values from the entries so far:
COCc1cc(C[C@H]2CNCC[C@H]2CC(=O)NCc2ccc(OC)c(OC)c2)no1 in KDM5B inh shows -34%[86.2 µM]
O=C(Nc1ccc(O)c(-c2nc3ccccc3o2)c1)c1ccccc1F in KDM5B inh shows -9%

These rows are one share of the data. The share of hits here may be higher or lower than overall.
